MEX-5 binding: C. elegans MEX-5 TCR-2 RNA binding activity | Q9XUB2 | MEX-5/FITC-TCR2 RNA binding, fluorescence polarization; hits give low values | activity score (negative = inhibition of binding), % at 10 µM | 300,000 compounds, 0.38% hits;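 active means inhibition past about -25% in most replicates, and total fluorescence under double the plate's negative control median, limit read from the data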;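 further: 0% = DMSO and -100% = 5 µM competing unlabeled TCR2 RNA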
GRK2 inh: human GRK2 inhibition via aptamer displacement. inhibition of aptamer binding, % at 10 µM. P25098. AID 488847. 330,000 compounds, 0.59% hits. bead flow cytometry, FAM-aptamer displacement from GRK2;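 active means inhibition of aptamer binding above 40%, roughly 3 SD of noise, on plates passing a quality check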;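 further: median bead fluorescence of bound FAM aptamer so fluorescent compounds give negative values; no value below 0 was filed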
MCL1-BIM inh: disrupts human MCL1 binding to BIM-BH3 peptide; Q07820; GST-MCL1 / FITC-Bim-BH3 fluorescence polarization; inhibition, % at 10.9 µM; 320,000 compounds, 0.68% hits;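 active means inhibition above the mean inhibition of all tested compounds plus 3 SD, set per campaign, cut at about 40% in these data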;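 further: 0% = DMSO wells and 100% = unlabeled Bim-BH3 peptide control; higher means more loss of mP so more displacement of Bim peptide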
GLD-1 TGE inh: GLD-1-TGE RNA interaction inhibition (C. elegans). Q17339. purified GLD-1 + fluorescein TGE RNA, fluorescence polarization. inhibition, % at 5.96 µM. 320,000 compounds, 0.44% hits. AID 2280;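 active means percent inhibition above a per-plate cutoff, the plate mean of test compounds plus 3 SD, cut at about 30% in these data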;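 further: 0% = DMSO wells with GLD-1 and probe and 100% = wells lacking GLD-1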
CIT2 TOR yeast: alters CIT2-GFP fluorescence in TOR pathway yeast screen. 320,000 compounds, 0.065% hits. GFP response vs DMSO, % at 10 µM. S. cerevisiae CIT2-GFP strain, flow cytometry, 3 h; 100 means same as DMSO wells;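 active means GFP response relative to DMSO above a set limit, near the screen mean plus 3 SD, cut at about 150% in these data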;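 further: ratio of well median GFP fluorescence to mean of DMSO wells on the plate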
Bcl-xL primary: inhibitors of human Bcl-xL. Q07817. GST-Bcl-xL / FITC-Bim BH3 peptide fluorescence polarization. inhibition, % at 10.9 µM. 320,000 compounds, 0.7% hits;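 active means inhibition above the mean of all tested compounds plus 3 SD, cutoff set per campaign, cut at about 30% in these data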;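 further: 0% = DMSO wells and 100% = unlabeled Bim-BH3 peptide competitor; inhibitors lower millipolarization by displacing the labeled peptide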
AGP1 TOR yeast: modulators of TOR pathway AGP1-GFP in S. cerevisiae; S. cerevisiae AGP1-GFP multiplex flow cytometry, 3 h; GFP as percent of DMSO wells; GFP response vs DMSO, % at 10 µM; 320,000 compounds, 0.02% hits; AID 2066;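 active means GFP response relative to DMSO above a set limit, near screen average plus 3 SD, cut at about 150% in these data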;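 further: median GFP channel fluorescence of the gated AGP1 strain per well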
Fam108B counter: blocks mouse Fam108B hydrolase in RBBP9 counter-screen | recombinant Fam108B, FP-Rh probe fluorescence polarization | inhibition, % at 9.51 µM | 300,000 compounds, 0.33% hits;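 active means inhibition above the screen mean inhibition plus 3 SD, computed separately per campaign, cut at about 18% in these data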;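 further: inhibitors lower polarization as less probe binds the enzyme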
VLA-4 inh: inhibition in a human VLA-4 binding assay; inhibition, % (about 7 µM as worked out from the volumes in the protocol); VLA-4 expressing cells, ligand binding flow cytometry; 330,000 compounds, 0.2% hits; P13612; in the data active means inhibition above about 50%
Target sequence (P13612 whole entry, looked up): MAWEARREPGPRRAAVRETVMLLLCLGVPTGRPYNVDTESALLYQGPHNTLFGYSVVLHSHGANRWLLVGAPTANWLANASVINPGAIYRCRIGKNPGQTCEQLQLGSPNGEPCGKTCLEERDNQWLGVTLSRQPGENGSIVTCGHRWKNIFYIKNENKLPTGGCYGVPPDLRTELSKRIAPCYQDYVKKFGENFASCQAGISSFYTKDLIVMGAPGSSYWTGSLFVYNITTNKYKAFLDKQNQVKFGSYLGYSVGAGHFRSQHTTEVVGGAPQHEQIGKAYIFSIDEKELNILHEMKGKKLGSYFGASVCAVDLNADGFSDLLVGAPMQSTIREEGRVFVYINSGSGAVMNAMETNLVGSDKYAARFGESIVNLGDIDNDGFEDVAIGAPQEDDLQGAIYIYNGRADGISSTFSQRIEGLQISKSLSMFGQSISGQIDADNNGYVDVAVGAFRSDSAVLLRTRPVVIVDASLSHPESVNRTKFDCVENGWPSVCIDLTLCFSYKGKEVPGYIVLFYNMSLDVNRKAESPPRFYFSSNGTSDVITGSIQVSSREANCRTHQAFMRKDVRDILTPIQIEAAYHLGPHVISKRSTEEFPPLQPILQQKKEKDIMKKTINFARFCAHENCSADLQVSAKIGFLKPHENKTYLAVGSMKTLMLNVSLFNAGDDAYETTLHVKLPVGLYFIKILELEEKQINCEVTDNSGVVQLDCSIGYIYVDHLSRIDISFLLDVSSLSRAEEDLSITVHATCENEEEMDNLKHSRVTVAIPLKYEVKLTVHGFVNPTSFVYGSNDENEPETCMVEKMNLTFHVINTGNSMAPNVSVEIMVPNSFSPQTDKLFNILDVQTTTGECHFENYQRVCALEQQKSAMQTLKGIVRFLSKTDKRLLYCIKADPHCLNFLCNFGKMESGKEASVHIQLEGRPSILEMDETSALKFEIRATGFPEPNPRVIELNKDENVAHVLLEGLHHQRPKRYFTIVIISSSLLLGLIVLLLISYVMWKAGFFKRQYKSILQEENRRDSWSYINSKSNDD
The depositor's hits bear a star; nt = not tested or not shown.

cpd	SMILES	MEX-5 binding	GRK2 inh	MCL1-BIM inh	GLD-1 TGE inh	CIT2 TOR yeast	Bcl-xL primary	AGP1 TOR yeast	Fam108B counter	VLA-4 inh
1	Cc1ccc(C(=O)C2CCN(CC(=O)NC3CCCC3)CC2)cc1	1.7	4	3	0	112	2	105	2	12
2	CCOc1ccc(N=C2SC(C(=O)O)CC(=O)N2C)cc1 (centres undefined)	1.8	1	0	0	101	2	98	1	7
3	CCOc1ccc(NS(=O)(=O)c2csc(C(N)=O)c2)cc1	2.3	0	1	-3	101	-2	102	1	-1
4	CC1(c2nnc(Cc3ccccc3)o2)CC(c2ccccc2F)=NO1 (centres undefined)	-0.1	1	-4	2	95	0	103	-1	19
5	O=C(Oc1ccc(/C=N/NC(=O)c2ccccn2)cc1)c1cccc(Br)c1	-1.2	4	nt	nt	105	nt	93	nt	14
6	CC(=O)c1coc2ccc(OCCN3CCCCC3)cc12	-4.0	0	2	-1	89	3	93	0	27
7	COc1ccc(OCCNC(=O)c2ccccc2OCC(=O)N2CCCCC2)cc1	1.9	1	-10	6	99	0	98	-1	-9
8	Cc1cc2cc(C)c3nnc(SCC(=O)N4CCCc5ccccc54)n3c2cc1C	0.3	3	4	0	102	-3	97	0	-2
9	CC(=O)c1ccc(S(=O)(=O)N2CCN(CC#N)CC2)cc1	-0.5	1	3	1	93	2	102	-2	4
10	O=C(NCCCc1ccccc1)c1c(O)nc2sccn2c1=O	0.5	0	0	0	54	1	74	-1	6
11	Cc1ccc(C(=O)/C=C/c2cc(Br)cc(Br)c2O)o1	1.0	3	-7	2	98	3	99	5	-6
12	CC(C)NC(=O)C(=O)NCCCN1CCOCC1	1.7	0	5	-4	110	6	105	2	-7
13	CCC(=NCCc1ccccc1)C1=C(O)CCC1=O	-0.3	2	2	6	105	5	108	-1	5
14	CCOc1ccc(NC(=O)CN(C)C(=O)CSCc2cccc(C)c2)cc1OCC	3.3	0	-7	-3	110	-7	104	-1	-2
15	Cc1c(NC(=O)CCC(=O)N2CCOCC2)c(=O)n(-c2ccccc2)n1C	0.4	0	-1	-3	103	1	103	1	4
16	COc1ccc(N2Cc3ccccc3C2=NC(=O)c2cncc(Br)c2)cc1	1.2	1	-5	1	97	-2	96	0	-6
17	Cc1noc(C)c1C(=O)Nc1ccc(-c2nnc3n2CCCCC3)cc1	nt	3	3	2	103	-5	116	nt	30
18	COc1ccc(N2CCN(C(=O)CSc3nc4cc(OC)c(OC)cc4cc3C#N)CC2)cc1	2.8	0	13	2	90	17	101	-1	-2
19	Cc1cc(N2CCOCC2)nc2ccc(NC(=O)CCC(=O)N3CCN(c4ccccc4)CC3)cc12	0.8	0	2	0	99	-1	92	-2	5
20	Cc1nn(Cc2ccccc2Cl)c(C)c1C(=O)NCC(c1cccs1)N1CCOCC1 (centres undefined)	1.8	0	6	-1	87	8	97	-1	4
21	COc1ccccc1C(=O)Nc1cccc(C(=O)c2ccccc2)c1	-0.3	0	4	1	98	4	90	-3	-1
22	O=C(Nc1ccccn1)C1CCN(S(=O)(=O)c2cccs2)CC1	-2.0	0	14	5	94	6	102	3	5
23	Cc1ccc2nc(NC(=O)CCn3cccc3)sc2c1	1.4	1	-4	-4	86	-7	104	5	3
24	CC(=O)Nc1ccc(S(=O)(=O)N(C)CC(=O)OCCOc2cccc(C)c2)cc1	-2.3	0	-6	9	87	-5	91	3	10
25	O=C(CCOc1ccccc1)Nc1ccccc1F	-0.1	0	2	-2	92	2	93	-5	-9
26	O=C(N/N=C/C(Cl)=C/c1ccc([N+](=O)[O-])cc1)C(=O)Nc1ccccc1C(=O)O	-0.4	nt	7	-11	105	4	99	1	-10
27	CC(=O)c1ccc(NC(=O)C2CCCN2S(=O)(=O)c2cccc3cccnc23)cc1 (centres undefined)	-0.3	0	3	4	95	6	96	2	7
28	COc1ccc(CC(=O)NCC(=O)Nc2ccccc2Br)cc1	1.6	0	11	0	109	6	101	-1	-23
29	O=C(Nc1cccc2ncccc12)c1cccc(F)c1	-1.0	3	2	7	100	4	99	-2	2
30	NS(=O)(=O)c1cc(C(=O)OCC(=O)NC2CC2)ccc1Cl	0.3	5	-2	-3	95	3	100	2	1

New compounds follow:
cpd	SMILES	MEX-5 binding	GRK2 inh	MCL1-BIM inh	GLD-1 TGE inh	CIT2 TOR yeast	Bcl-xL primary	AGP1 TOR yeast	Fam108B counter	VLA-4 inh
31	CS/C(=C(/C#N)S(=O)(=O)c1ccc(Cl)cc1)N1CCOCC1	-0.4	0	5	-3	90	1	94	3	-7
32	COCCn1nnnc1C(c1cccc(OC)c1OC)N1CCN(C(=O)c2ccco2)CC1 (centres undefined)	1.0	100*	2	1	107	-1	104	-2	2
33	CC(C)Cn1c(=O)c(C(=O)Nc2cnccn2)c(O)c2ccccc21	0.0	1	-1	-1	89	-1	92	2	19
34	O=C(CCOc1ccccc1)Nc1ccnn1C1CCN(Cc2ccc(F)cc2)CC1	-1.7	0	0	-2	96	3	105	2	2
35	Cc1[nH]c2ccccc2c1C(=O)CN1C(=O)NC2(CC(C)CC(C)(C)C2)C1=O (centres undefined)	1.0	0	-21	6	109	-7	107	1	4
36	Cc1cc(C(=O)c2cnc(/N=C/N(C)C)s2)c(F)cc1Cl	0.5	2	-3	2	91	-1	89	0	-3
37	CC(C)Sc1nc(N2CCOCC2)c2c3c(sc2n1)COC(C)(C)C3	-0.9	0	3	-1	93	0	94	3	17
38	Cc1cc(C(=O)CSc2nnnn2C)c(C)n1C1CC1	2.7	5	-3	2	90	-1	94	4	6
39	CCOc1ccc(-c2nc3scc(-c4cccs4)c3c(=O)[nH]2)cc1	0.2	0	2	-1	117	5	113	-1	-27
40	CCC(Sc1nc(=O)cc(N)n1CCc1ccccc1)C(=O)Nc1ccccc1C#N (centres undefined)	-4.1	1	2	1	87	2	97	2	1
41	O=C(N/N=C\c1cc([N+](=O)[O-])ccc1N1CCCC1)c1ccccn1	-27*	0	1	-7	98	1	102	-4	16
42	Cc1nn(C)c(Cl)c1C(=O)NCC(=O)NCc1ccccc1	-1.5	1	11	-1	99	3	100	0	1
43	Cc1cccnc1NC(=O)c1cccc(S(=O)(=O)N2CCN(c3ccccc3)CC2)c1	0.5	5	7	7	95	0	97	3	13
44	NS(=O)(=O)c1ccc(NC(=O)Cn2nc(C(=O)O)c3ccccc3c2=O)cc1	-3.5	2	-8	15	106	-7	92	2	2
45	Cc1ccnn1-c1ccc(C(=O)N2CCCN(S(=O)(=O)c3ccc(F)cc3)CC2)cc1	nt	0	4	-8	90	3	97	nt	14
46	COc1ccc(OC)c(S(=O)(=O)Nc2ccc(O)c3ccccc23)c1	-2.5	0	9	6	86	8	90	-5	18
47	COC(=O)c1cc(O)cc(OC)c1C(=O)c1c(O)cc(C)cc1O	-1.6	4	12	-8	107	8	101	3	7
48	O=S(=O)(NCc1cccnc1)c1cccc2nsnc12	-1.9	0	3	4	120	6	99	1	23
49	CN(C)c1ccc(C(=O)NCC(c2cccs2)N2CCOCC2)cc1[N+](=O)[O-] (centres undefined)	-3.1	0	-1	-1	102	0	111	-1	15
50	O=C(CSc1nc2ccccc2o1)Nc1ccccc1	0.5	0	0	2	83	-4	90	-2	7
51	O=C(CCN1C(=O)S/C(=C/c2ccccc2)C1=O)Nc1ccc(C(=O)O)c(O)c1	0.6	0	5	0	101	6	104	1	6
52	CC1(C)CC(=O)C=C(NCc2ccccc2)C1	2.4	0	-1	-2	99	0	100	5	-5
53	CC1CCN(S(=O)(=O)c2cccc(C(=O)Nc3ccccn3)c2)CC1	-2.7	0	-6	-10	94	-2	94	0	13
54	CC1C(=O)O[C@@H]2C[C@@H](C)[C@@H]3CCC(=O)[C@@]3(C)[C@@H](O)[C@H]12 (some centres undefined)	-0.2	2	0	-2	89	0	84	4	26
55	COC(=O)NC(NC(=S)Nc1ccccc1OC)C(Cl)(Cl)Cl (centres undefined)	4.0	0	-7	-3	95	-1	97	-5	14
56	CC(c1ccccc1)C1C(C#N)=C(N)SC(N)=C1C#N (centres undefined)	0.1	1	-1	1	101	-5	121	-2	23
57	Cc1cccc(N2CC(C(=O)O)CC2=O)c1 (centres undefined)	1.7	0	7	-5	101	4	104	0	5
58	O=C(CN1CCCCCCC1)NC(=O)NC1CCCCC1	0.2	0	5	6	99	5	101	-2	1
59	CCOc1ccccc1NC(=O)NCc1ccccn1	-1.9	15	7	7	96	9	92	-1	3
60	COc1ccc(S(=O)(=O)N2CCC(O)(c3ccc(Cl)cc3)CC2)cc1OC	nt	0	-2	4	94	5	108	1	5

Next part, starting with the last 3 of the part before.
cpd	SMILES	MEX-5 binding	GRK2 inh	MCL1-BIM inh	GLD-1 TGE inh	CIT2 TOR yeast	Bcl-xL primary	AGP1 TOR yeast	Fam108B counter	VLA-4 inh
58	O=C(CN1CCCCCCC1)NC(=O)NC1CCCCC1	0.2	0	5	6	99	5	101	-2	1
59	CCOc1ccccc1NC(=O)NCc1ccccn1	-1.9	15	7	7	96	9	92	-1	3
60	COc1ccc(S(=O)(=O)N2CCC(O)(c3ccc(Cl)cc3)CC2)cc1OC	nt	0	-2	4	94	5	108	1	5
61	Cc1ccc2nc(-c3ccc(NC(=O)CSCC(=O)O)cc3)sc2c1	-3.5	2	0	-1	87	10	106	-4	-6
62	COc1cc(/C=N/NC(=O)c2cc(-c3cccs3)nc3ccccc23)ccc1O	-2.9	0	0	-2	119	2	108	9	1
63	CC(C)(C)Nc1cccccc1=O	-6.1	1	4	-9	92	7	100	1	7
64	CN(C)S(=O)(=O)c1cccc(-c2nnc(SCCNCCO)n2-c2ccc(F)cc2)c1	0.9	0	-12	-1	105	-10	105	2	11
65	CCOC(=O)N1CCN(C(=O)CSc2nc(C)nc3c2c(=O)n(C)c(=O)n3C)CC1	1.4	0	2	-1	99	4	85	-2	16
66	O=C(c1ccc(COc2ccccc2Br)o1)N1N=C(C(F)F)CC1(O)C(F)F (centres undefined)	-0.8	1	10	1	101	5	105	-2	5
67	Cn1c(SCc2ccccc2)nnc1-c1cccs1	1.1	0	2	2	94	3	93	1	26
68	Cc1ccnc(NC(=O)c2cccc(OC(F)F)c2)n1	-2.1	2	7	7	107	5	98	2	-30
69	CCN(C#N)c1nc(NC(C)C)nc(NC(C)C)n1	-0.2	0	-4	4	98	-14	101	1	7
70	COc1ccccc1N1CCN(CCC(=O)Nc2ccc3c(c2)OCO3)CC1	-0.3	0	1	-4	102	1	99	2	-3
71	CCN(CC)C(=O)c1cc2cc([N+](=O)[O-])ccc2s1	0.5	3	4	1	94	4	96	2	8
72	O=C(NC1CCCCC1)C(c1cccs1)N(CCCN1CCOCC1)C(=O)c1ccc(-c2ccccc2)[nH]1 (centres undefined)	2.8	0	-3	1	103	5	109	-3	11
73	Cc1cc(C)cc(C(=O)N2CCC(CCC(=O)NC3CC3)CC2)c1	1.3	3	5	3	94	8	94	0	-19
74	O=C(CCN1C(=O)S/C(=C\c2ccccc2)C1=O)NC1CCS(=O)(=O)C1 (centres undefined)	1.9	0	11	-1	112	4	111	1	5
75	CN1CCOCCOCCOCCN(C)C1=S	0.1	1	2	-1	93	-1	94	-1	2
76	CCN(c1ccccc1)S(=O)(=O)c1ccc(C(=O)N(C)Cc2cccs2)cc1	nt	3	nt	0	97	nt	96	nt	20
77	Cc1ccc(Cn2c(SCC(=O)N3CC(=O)Nc4ccccc43)nc3ccccc3c2=O)cc1	2.1	0	3	5	91	2	89	-12	9
